# HTR5A inv ag = HTR5A inverse agonism, opioid heterodimer counter-screen. P47898. HTR5A cell line, luminescence. inhibition, % at 9.3 µM. 340,000 compounds, 0.083% hits. AID 504634; in the data active = inhibition mostly above about 23%, no sharp cut-off; inactive = mostly below about 18%;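 also: 0% = cells with DMSO and 100% = no-cell wells with DMSO; some compounds called inactive have numbers as strong as hits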
# phage Ecoli inh = E. coli growth loss with phage present. AID 651602. 360,000 compounds, 0.26% hits. growth absorbance. inhibition, % at 11.9 µM; in the data active = inhibition above about 11%
# PKA-R1A activ = PKA-R1A complex activation; P00514+P68181; PKA-R1A dissociation, Cy5-IP20 fluorescence polarization; scaled: DMSO 0%, 113 µM cGMP 100%; activation, % at 11.4 µM; 340,000 compounds, 0.083% hits;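 active = percent activation above the mean of all tested compounds plus 3 SD, cut at about 19% in these data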;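 also: higher means more PKAc released from R1A so a rise in polarization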
# OPRM1-OPRD1 ag = agonists of human mu-delta opioid receptor heterodimerization; AID 504326; cells, OPRM1-OPRD1 heterodimerization, luminescence; 340,000 compounds, 0.3% hits; activation, % at 9.3 µM; P35372+P41143; in the data active = activation above about 18%;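 also: 0% = vehicle-treated cells and 100% = reference agonist; values of inactives mirror those of a sister screen read the other way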
# HTR5A ag = counter-screen for OPRM1-OPRD1 agonists: human HTR5A agonism. HTR5A agonist assay, luminescence, cell-based. P47898. 340,000 compounds, 0.61% hits. activation, % at 9.3 µM. AID 504692; in the data active = activation mostly above about 9.5%, no sharp cut-off; inactive = mostly below about 7.6%;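 also: 0% = cells with vehicle only and 100% = reference agonist; strong numbers were not always called active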
# Pemphigus Ab inh = human desmoglein-3 autoantibody binding inhibition; 310,000 compounds, 0.48% hits; binding (percent of control), % at 10 µM; AID 588358; DSG3-coupled beads, scFv-anti-DSG3-GFP binding, flow cytometry; stronger effect = lower value;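 active = binding more than 3 SD below its plate's average and above zero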;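 also: hits lower antibody fragment binding to DSG3; some compounds called inactive have numbers as strong as hits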
# Target sequence (P32926 whole entry, looked up, the tested form may be a part): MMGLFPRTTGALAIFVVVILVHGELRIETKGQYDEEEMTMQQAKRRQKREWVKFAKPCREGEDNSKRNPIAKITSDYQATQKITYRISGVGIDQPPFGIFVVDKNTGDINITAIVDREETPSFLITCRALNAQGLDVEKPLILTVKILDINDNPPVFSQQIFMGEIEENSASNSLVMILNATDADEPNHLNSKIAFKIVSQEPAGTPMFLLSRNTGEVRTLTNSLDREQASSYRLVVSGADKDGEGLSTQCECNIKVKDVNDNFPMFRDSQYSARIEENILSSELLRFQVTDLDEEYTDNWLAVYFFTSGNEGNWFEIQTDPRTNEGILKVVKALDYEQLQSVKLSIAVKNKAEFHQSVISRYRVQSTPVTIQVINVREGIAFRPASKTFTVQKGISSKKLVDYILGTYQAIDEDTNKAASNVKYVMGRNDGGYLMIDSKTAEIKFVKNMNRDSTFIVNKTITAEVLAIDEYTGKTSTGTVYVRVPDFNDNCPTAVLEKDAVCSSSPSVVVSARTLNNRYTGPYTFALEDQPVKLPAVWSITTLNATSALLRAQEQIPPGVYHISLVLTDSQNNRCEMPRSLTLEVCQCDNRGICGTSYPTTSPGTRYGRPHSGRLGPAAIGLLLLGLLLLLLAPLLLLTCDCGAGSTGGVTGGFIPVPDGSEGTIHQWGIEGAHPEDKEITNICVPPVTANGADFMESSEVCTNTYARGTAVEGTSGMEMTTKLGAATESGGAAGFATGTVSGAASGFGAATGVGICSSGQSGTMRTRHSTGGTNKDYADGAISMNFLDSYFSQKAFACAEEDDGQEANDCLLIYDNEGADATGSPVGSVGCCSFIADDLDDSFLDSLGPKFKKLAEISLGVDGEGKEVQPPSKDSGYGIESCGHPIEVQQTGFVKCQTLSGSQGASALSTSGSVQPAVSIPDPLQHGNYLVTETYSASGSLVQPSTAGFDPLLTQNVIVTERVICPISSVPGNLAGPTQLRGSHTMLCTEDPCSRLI
# MOR-DOR inv ag = inverse agonists of human mu-delta opioid receptor heterodimerization | 340,000 compounds, 0.21% hits | cell-based MOR-DOR heterodimer luminescence, inverse agonism | AID 504357 | inhibition, % at 9.3 µM | P35372+P41143; in the data active = inhibition above about 22%, passing the limit was not always enough;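 also: 0% = cells with DMSO and 100% = wells without cells with DMSO; values of inactives mirror those of a sister screen read the other way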
# SUMO Mot1 rescue = SUMOylation pathway inhibition by Mot1-301 growth rescue. S. cerevisiae Mot1-301 growth rescue, ATP luminescence, 38.5C; percent above DMSO median, 100 means doubled. growth rescue, % at 18.8 µM. 320,000 compounds, 1% hits. AID 2716;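 active = every valid replicate shows activation above 250% relative to neutral control wells; inactive = the rest, any valid replicate at or below 250%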;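 also: OY570 slx delta 5 strain wells were the positive control but not used for scaling; some compounds called inactive have numbers as strong as hits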
# E coli growth = counter-screen for AddAB inhibitors: E. coli growth inhibition; E. coli V3065 growth, OD600 absorbance, 18 h; inhibition, % at 11.9 µM; 330,000 compounds, 0.27% hits;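 active = inhibition above the campaign's mean inhibition across all tested compounds plus 3 SD, cut at about 9.9% in these data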;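 also: uninfected addAB+ strain grown without phage in ampicillin broth; 0% = DMSO wells and 100% = ciprofloxacin 0.95 µg/ml wells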
# AddAB inh = less growth of phage-infected E. coli with AddAB | inhibition, % at 11.9 µM | AID 435030 | 330,000 compounds, 0.29% hits | E. coli expressing H. pylori AddAB, absorbance growth; in the data active = inhibition above about 12%;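 also: 0% = vehicle wells of infected cells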
# PfHsp90 yeast 2 = growth inhibition of yeast expressing Plasmodium Hsp90 | inhibition, % at 9.4 µM | S. cerevisiae expressing PfHsp90, BacTiter-Glo ATP, 48 h; yeast lacking PDR1 and PDR3 efflux regulators | 310,000 compounds, 0.32% hits;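 active = every replicate shows inhibition above about 80%, whatever the replicate mean, limit read from the data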;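 also: 0% = DMSO neutral controls and 100% = 20 µM radicicol positive controls; yeast relying on Plasmodium falciparum Hsp90 in place of its own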
# An asterisk follows results filed as active; x = no result given.
nr	SMILES	HTR5A inv ag	phage Ecoli inh	PKA-R1A activ	OPRM1-OPRD1 ag	HTR5A ag	Pemphigus Ab inh	MOR-DOR inv ag	SUMO Mot1 rescue	E coli growth	AddAB inh	PfHsp90 yeast 2
1	O=C(OCc1ccccc1)c1cn(-c2ccccc2)nc1-c1ccncc1	-2	1.8	-3	3.2	-1	101	-16	21	2.2	2.0	-1
2	CCC(C)Sc1ccc([C@H]2N[C@@](C)(C(=O)OC)[C@H]3C(=O)N(CC)C(=O)[C@@H]23)cc1 (some centres not stated)	1	3.5	-16	-3.9	6	105	18	7	1.5	4.4	4
3	CC(C)(C)C(=O)NC(=S)NNC(=O)c1sc2ccccc2c1Cl	32	x	-8	-6.1	-7	108	32	-3	-3.6	-1.2	99*
4	COc1ccc(CCN2C(=O)N[C@@H](C(C)C)C2=O)cc1	-9	-0.2	5	-1.7	2	94	8	-7	1.4	0.2	-3
5	CN(C)S(=O)(=O)N1CCCN(S(=O)(=O)N(C)C)CC1	-7	0.8	2	-2.7	2	94	15	6	-3.1	-0.2	x
6	COc1ccc(-n2nnc3c(=O)n(CC(=O)Nc4ccc5c(c4)OCCO5)cnc32)cc1OC	9	0.0	3	1.6	-3	108	-9	7	-1.8	2.4	-14
7	Cc1ccc(NC(=O)C2CCCN(S(=O)(=O)c3cccs3)C2)cc1 (configuration not stated)	-29	3.3	-10	-1.2	0	103	5	25	-0.8	1.1	7
8	CC(=O)C1=C(O)C(=O)N(c2ccc(C)cc2)C1c1ccccn1 (configuration not stated)	-29	0.8	11	-1.6	8	110	8	-7	-2.3	1.9	11
9	Cc1nn(C)c(=S)n1-c1ccc(Cl)cc1	-5	4.0	-12	-1.1	-2	94	6	-4	1.1	-3.2	2
10	CCOC(=O)c1c(CN2CCN(Cc3ccccc3)CC2)n(C)c2cc(Br)c(OC)cc12	-35	1.7	-8	2.6	1	92	-15	-4	-1.0	0.8	-9
11	CCc1cc2c(N3CCN(c4ccccc4)CC3)ncnc2s1	-4	1.2	0	0.4	1	102	-2	-2	3.5	0.8	-32
12	Fc1ccccc1NC(=S)NCc1ccc2c(c1)OCO2	-26	2.4	7	-0.1	1	104	1	4	-1.7	3.2	-4
13	Cc1ccc(S(=O)(=O)N2CCC(C(=O)NCCCN3CCOCC3)CC2)cc1	-5	3.7	-4	0.2	2	106	-1	126	-0.7	1.9	-17
14	Cc1cccc(Oc2ncnc(N)c2[N+](=O)[O-])c1	10	-0.4	-2	-1.2	-3	103	6	-1	-0.3	3.2	-8
15	Cc1cc2c(OCC(O)CNC3CCCCC3)cccc2[nH]1 (configuration not stated)	11	3.1	11	-0.9	-4	108	5	-2	1.3	2.6	5
16	O=C(NC(=S)NNC(=O)c1cccs1)c1ccco1	1	-5.2	8	-3.6	0	110	16	309	-4.2	-2.3	x
17	O=C(Cn1cnc2ccccc2c1=O)NCc1ccc2c(c1)OCO2	4	3.0	-15	-2.1	-2	99	10	272	3.7	1.9	5
18	COc1ccc(-c2nsc3c(N4CCCC4)ncnc23)cc1	-14	3.6	-11	-2.8	-3	x	14	25	-1.5	-1.3	-1
19	CCc1c(C(C)S(=O)(=O)c2ccc(C)cc2)[nH]c(=O)n1-c1ccc(C)cc1 (configuration not stated)	1	2.8	1	-2.5	-5	91	15	-4	0.7	3.1	2
20	CCN(CC)C(=O)Oc1cc(COC)nc(-c2ccccc2)n1	x	3.2	x	x	x	85	x	-1	2.8	5.7	-3
21	O=C(COc1ccc(Cl)cc1Cl)Nc1cccnc1	3	1.9	-6	-2.0	-1	101	10	-12	1.3	0.3	5
22	Cc1nnc2n(C3CCCCC3)c(=O)c3c4c(sc3n12)COC(C)(C)C4	-13	-2.1	-17	-3.5	4	110	19	-29	0.8	-1.0	-3
23	CC(=O)c1cccc(N(C(=O)c2ccccn2)C(C(=O)NC2CCCCC2)c2ccccc2)c1 (configuration not stated)	3	2.4	-5	-3.1	-1	109	17	-21	1.6	5.4	-21
24	COc1ccccc1CCNC(=O)C1CCC(=O)N(C2CC2)C1 (configuration not stated)	9	1.1	-5	-2.2	5	x	11	55	0.3	4.2	23
25	COCCNC(=O)c1ccc(C2SCC(=O)N2Cc2ccco2)cc1 (configuration not stated)	-9	0.2	-14	1.1	-3	79	-7	22	-2.0	1.0	-15
26	O=C(Nc1ccc2[nH]ncc2c1)C1CCC1	-16	1.0	-7	-1.2	4	99	6	-10	-1.7	0.8	8
27	CC(C)Cn1c(=O)n(C)c(=O)c2[nH]cnc21	3	2.2	-4	-1.6	-1	86	9	4	-0.5	0.1	5
28	CCCC(=O)N=C1SC2CS(=O)(=O)CC2N1c1ccc(CC)cc1 (configuration not stated)	-10	0.3	3	-1.9	3	113	11	4	-0.8	0.6	-8
29	N#CCCn1cc(C=C(C#N)C#N)c(-c2ccc(Cl)cc2)n1	x	4.5	x	x	x	98	x	-32	0.8	2.0	-29
30	Cc1cc(C)cc(N(CC(=O)N2CCCC2)S(C)(=O)=O)c1	-8	0.7	-6	-1.7	3	107	9	-5	-0.7	4.5	13
31	O=C1NC(=Nc2cccc(O)c2)S/C1=C\c1cccnc1	-4	0.5	12	-1.3	-1	104	7	33	1.4	0.4	-9
32	Cc1cccc(N2CCN(S(=O)(=O)c3ccc4c(c3)NC(=O)C(C)S4)CC2)c1C (configuration not stated)	2	3.2	-2	1.9	-1	108	-10	10	0.7	1.6	-52
33	Cc1ccc(NC(=O)CN2CCOCC2)cc1	-5	2.5	-1	-2.1	1	93	9	-10	2.7	-0.4	-27
34	CN(Cc1nc(CC2CC2)no1)CC12CC3CC(CC(C3)C1)C2	0	3.7	-4	0.8	0	106	-4	54	0.2	3.0	-17
35	CC(CCc1ccco1)NC(=O)c1cccc2c1C(=O)N(C1CCCCC1)C2 (configuration not stated)	4	4.0	-8	7.4	-2	108	-37	-3	-1.8	-1.5	-2
36	Cc1ccc(C(=O)N(C)CCOc2ccccc2)cc1S(=O)(=O)N1CCCCC1	-16	2.5	-17	-1.1	6	101	5	-8	-2.3	4.0	-1
37	COCCN(C(=O)CSc1nnc(C)n1-c1ccc(C)cc1)c1c(N)n(Cc2ccccc2)c(=O)[nH]c1=O	-4	1.6	-5	-1.4	1	97	9	-5	-0.2	1.7	11
38	Cc1ccc(-c2cc3ccccc3nc2N)cc1	-10	2.8	-8	-1.3	3	96	6	-11	-0.8	1.3	12
39	O=C(Nc1ccc2c(c1)CCC2)c1ncoc1-c1ccccc1F	9	-1.4	-2	3.1	-4	105	-18	x	x	x	-14
40	C/C(=N\NC(=O)c1c(Cl)cnn1C)c1ccc(NC(=O)c2ccc(Br)o2)cc1	-7	0.4	-7	0.4	4	100	-2	0	x	x	20
41	COC(=O)c1ccc(CSc2nnc(NCc3ccccc3)s2)o1	0	2.1	9	1.4	0	107	-8	10	0.7	3.6	5
42	Cc1ccc(SCc2c(-c3ccccc3)nn(C)c2Cl)cc1	4	0.0	4	4.2	-1	111	-23	196	-3.0	2.4	-6
43	Cc1c(OCC(=O)N2CCC(C(N)=O)CC2)ccc2c3c(c(=O)oc12)CCCC3	-6	1.6	-6	-2.5	6	107	13	51	0.7	5.4	10
44	COc1ccccc1-c1nnc(SCC(=O)NCc2cccs2)n1N	-18	1.2	-11	0.7	6	97	-4	x	1.6	-1.0	13
45	COc1ccc(CCNC(=O)C2CCN(C(=O)c3ccc(Cl)cc3)CC2)cc1	6	-0.1	1	-4.9	-2	99	22	-6	0.6	-0.2	3
46	COc1ccc(CN2CCNC(=O)C2CC(=O)NCCc2nc(C)c(C)s2)c(OC)c1 (configuration not stated)	-9	-0.2	10	0.8	3	98	-4	157	0.1	4.2	-2
47	Cc1ccnc(SCCn2c(N3CC(C)OC(C)C3)nc3c2c(=O)n(C)c(=O)n3C)n1 (configuration not stated)	-9	-1.2	3	-1.2	3	104	6	-4	-4.2	2.1	3
48	O=C1CN=CN=CN1c1ccc(Cl)cc1Cl	-15	2.8	-2	-0.9	-2	87	6	-6	-0.1	1.5	38

# Full records as entered above.
# `Cc1ccnc(SCCn2c(N3CC(C)OC(C)C3)nc3c2c(=O)n(C)c(=O)n3C)n1` (configuration not stated) reads HTR5A inv ag = -9; phage Ecoli inh = -1.2; PKA-R1A activ = 3; OPRM1-OPRD1 ag = -1.2; HTR5A ag = 3; Pemphigus Ab inh = 104; MOR-DOR inv ag = 6; SUMO Mot1 rescue = -4; E coli growth = -4.2; AddAB inh = 2.1; PfHsp90 yeast 2 = 3
# `COc1ccccc1-c1nnc(SCC(=O)NCc2cccs2)n1N` reads HTR5A inv ag = -18; phage Ecoli inh = 1.2; PKA-R1A activ = -11; OPRM1-OPRD1 ag = 0.7; HTR5A ag = 6; Pemphigus Ab inh = 97; MOR-DOR inv ag = -4; SUMO Mot1 rescue = x; E coli growth = 1.6; AddAB inh = -1.0; PfHsp90 yeast 2 = 13

# Next section:
nr	SMILES	HTR5A inv ag	phage Ecoli inh	PKA-R1A activ	OPRM1-OPRD1 ag	HTR5A ag	Pemphigus Ab inh	MOR-DOR inv ag	SUMO Mot1 rescue	E coli growth	AddAB inh	PfHsp90 yeast 2
49	COCc1cc(C)nc(N2CCOCC2)c1C#N	-23	3.0	10	-0.9	8	100	5	12	-1.2	1.8	20
50	O=C1C2C3C=CC(CC3)C2C(=O)N1c1cccc(Br)c1 (configuration not stated)	-7	2.8	-9	-1.8	2	94	9	-26	2.6	0.7	-11
51	C=CCNC(=O)C1CC2Cn3c(nc4cc(Cl)c(Cl)cc43)C2N1C (configuration not stated)	11	0.6	-15	-2.9	-4	133	17	7	-2.2	2.5	7
52	Clc1ccc(/C=N/Nc2nnc(-c3ncc[nH]3)c3ccccc23)cc1	0	2.5	-8	-1.1	1	99	6	16	-1.8	4.5	-38
53	CCN(CC)S(=O)(=O)c1cccc(C(=O)OCC(=O)NCc2ccccc2OC)c1	1	-0.7	-4	-0.6	0	98	3	50	-0.6	3.1	16
54	CCOc1ccc(S(=O)(=O)NCc2csc(C)n2)cc1	11	0.0	12	-2.2	3	118	13	4	0.7	1.5	-1
55	CCOC(=O)C1CCN(C(=O)c2cccnc2Oc2ccc(Cl)cc2)CC1	-1	1.1	-6	-3.4	2	117	18	1	-0.2	1.7	1

# 3 structures already listed, arranged by length of the SMILES, smallest number first.
nr	SMILES	HTR5A inv ag	phage Ecoli inh	PKA-R1A activ	OPRM1-OPRD1 ag	HTR5A ag	Pemphigus Ab inh	MOR-DOR inv ag	SUMO Mot1 rescue	E coli growth	AddAB inh	PfHsp90 yeast 2
16	O=C(NC(=S)NNC(=O)c1cccs1)c1ccco1	1	-5.2	8	-3.6	0	110	16	309	-4.2	-2.3	x
30	Cc1cc(C)cc(N(CC(=O)N2CCCC2)S(C)(=O)=O)c1	-8	0.7	-6	-1.7	3	107	9	-5	-0.7	4.5	13
55	CCOC(=O)C1CCN(C(=O)c2cccnc2Oc2ccc(Cl)cc2)CC1	-1	1.1	-6	-3.4	2	117	18	1	-0.2	1.7	1
